Bioassay records deposited in PubChem by National Center for Advancing Translational Sciences (NCATS).
Luc counter: blocks Kinase-Glo luciferase, a counter-screen artifact. Kinase-Glo luciferase, ATP luminescence, 8 min. hit rate 0.28% among 200,000. Potency, µM (titrated, usually from 38.3 µM), for the others: top-dose activity change, negative = inhibition, most hits filed as inhibitors; also: potency is read from the fitted curve at half-maximal effect; % is scaled to controls: 0 for no effect and ±100 for the full control effect; nearly all actives have a fitted effect of over 60% in size
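Inhibition of Kinase-Glo luciferase light generation was assessed at 10 uM ATP in pH 7.2 imidazole buffer, with luminescence measured after eight minutes at ambient temperature.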
IMPase Li cell: cell-permeable IMPase inhibitors with lithium potentiation. CHO-M1 cells, IP1 TR-FRET (IP-One), carbachol + lithium. Potency, µM (titrated, usually from 59.4 µM), for the others: at the highest dose activity, negative = IMPase inhibition, actives largely listed as inhibitors. hit rate 0.35% among 210,000. AID 1457;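 also: IP1 builds up when IMPase is blocked and the TR-FRET signal falls; potency is read from the fitted curve at half-maximal effect; plate controls were basal vehicle for no effect and high inhibitor control for full effect; nearly all actives have a fitted effect of over 50% in size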
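IP1 accumulation measured by competitive TR-FRET in lysed CHO-M1 cells after 30 min compound exposure at 37C, with a small lithium addition to potentiate weak responses. Hill-equation AC50 from ratio and donor-channel data.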
NPSR antag: neuropeptide S receptor (human) antagonism, cAMP | Potency, µM (series often up to 38.3 µM), inactives show at the highest dose activity change, negative = inhibition, actives largely listed as inhibitors | CHO-NPSR cells, cAMP TR-FRET, antagonist mode | Q6W5P4 | hit rate 1% among 220,000 | AID 1461; also: potency is read from the fitted curve at half-maximal effect; % is scaled to controls: 0 for no effect and ±100 for the full control effect; nearly all actives have a fitted effect of over 50% in size; many of its hits are not listed in these tables
Target sequence (Q6W5P4 whole entry, looked up): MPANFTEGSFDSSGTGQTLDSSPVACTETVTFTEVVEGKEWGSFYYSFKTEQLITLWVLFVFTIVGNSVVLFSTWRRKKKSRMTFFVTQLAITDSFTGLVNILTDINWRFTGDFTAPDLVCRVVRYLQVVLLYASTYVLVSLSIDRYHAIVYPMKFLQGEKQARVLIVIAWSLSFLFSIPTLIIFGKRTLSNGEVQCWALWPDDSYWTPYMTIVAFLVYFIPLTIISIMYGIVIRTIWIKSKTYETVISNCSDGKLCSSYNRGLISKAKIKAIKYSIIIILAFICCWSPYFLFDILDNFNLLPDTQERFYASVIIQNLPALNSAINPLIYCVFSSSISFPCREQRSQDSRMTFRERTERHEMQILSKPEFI
HttQ103 aggreg: reduces HttQ103-GFP aggregates in PC12 cells; PC12 HttQ103-GFP aggregates, Acumen cytometry, 40 h; Potency, µM (series often up to 46.1 µM), without a hit: at the top dose activity change, negative = inhibition, hits mostly inhibitors; hit rate 1.1% among 220,000; AID 1688; also: potency is read from the fitted curve at half-maximal effect; % is scaled to controls: 0 for no effect and ±100 for the full control effect; nearly all actives have a fitted effect of over 60% in size
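Huntingtin Q103 exon 1–GFP aggregates in induced PC12 cells (100 nM tebufenozide) were quantified by cytometry from lysates, with compounds dosed in titration.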
Epigenetic reg: regulators of epigenetic silencing causing reporter derepression in mouse cells | murine LDR cells, GFP reporter derepression, 30 h | Potency, µM (series often up to 53.9 µM), inactives show at the top dose GFP activation, actives largely listed as activators | hit rate 0.2% among 280,000 | AID 1865; also: potency is read from the fitted curve at half-maximal effect; % of control where 0% means no effect; nearly all actives have a fitted effect of over 60% in size
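Reporter derepression read as number of fluorescent GFP-positive objects, 20-120 um in size, counted by laser-scanning cytometer. Mouse LDR line with an epigenetically silenced CMV-GFP locus; compound incubation 30 h, 37 C.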
L3MBTL1 inh: L3MBTL1 (human) inhibition. Q9Y468. AlphaScreen L3MBTL1–H3K9me1 peptide binding. Potency, µM (top dose mostly 57.1 µM), for the others: at the top dose activity, negative = inhibition, usual class: inhibitors. hit rate 0.66% among 230,000; also: potency is read from the fitted curve at half-maximal effect; % is scaled to controls: 0 for no effect and ±100 for the full control effect; nearly all actives have a fitted effect of over 60% in size
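Displacement of a biotinylated histone H3(1-15) peptide monomethylated at Lys9 (75 nM) from L3MBTL1 (50 nM) was measured by AlphaScreen after a 30 min room-temperature compound incubation; cefsulodin titration served as intraplate control.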
CBFb-RUNX1 inh: CBF-beta/RUNX1 interaction disruption; Potency, µM (doses to about 59.8 µM), without a hit: top-dose activity, negative = inhibition, most hits filed as inhibitors; AID 1477; AlphaScreen CBFb-His/RUNX1-biotin binding, biochemical; 230,000 tested, under 10 active; also: % of control where 0% means no effect
Target sequence (Q01196 whole entry, looked up): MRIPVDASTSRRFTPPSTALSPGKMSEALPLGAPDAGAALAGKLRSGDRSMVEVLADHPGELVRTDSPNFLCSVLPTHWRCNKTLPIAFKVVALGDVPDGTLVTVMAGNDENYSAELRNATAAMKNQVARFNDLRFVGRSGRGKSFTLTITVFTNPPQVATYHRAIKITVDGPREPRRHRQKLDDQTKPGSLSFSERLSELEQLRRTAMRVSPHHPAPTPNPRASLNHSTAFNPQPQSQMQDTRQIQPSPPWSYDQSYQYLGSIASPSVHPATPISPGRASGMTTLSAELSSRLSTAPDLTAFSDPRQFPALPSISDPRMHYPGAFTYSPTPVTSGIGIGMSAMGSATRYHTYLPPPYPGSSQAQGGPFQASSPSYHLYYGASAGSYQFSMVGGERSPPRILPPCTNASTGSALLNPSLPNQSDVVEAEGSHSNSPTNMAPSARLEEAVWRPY
Target sequence (Q13951 whole entry, looked up): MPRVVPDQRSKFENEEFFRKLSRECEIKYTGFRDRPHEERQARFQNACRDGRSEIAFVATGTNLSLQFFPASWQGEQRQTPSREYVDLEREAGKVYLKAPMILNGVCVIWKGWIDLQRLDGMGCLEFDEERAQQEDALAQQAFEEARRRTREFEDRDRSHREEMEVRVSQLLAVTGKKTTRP
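CBFb-His/RUNX1-biotin, 30 nM each, preincubated 20 min RT; compound 15 min RT; Ni + streptavidin beads 50 ng each, 90 min RT; AlphaScreen read.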
Starred values were filed as active, the others as inactive; ? = inconclusive; . = no result given; & = joins results of further samples; [ ] = dose if it differs, or a comment. Calls follow the shape of the dose curve; as a rule, active = well fitted curve in the direction sought with a large enough effect; inconclusive = small, poorly fitted or top-dose-only effect, or another doubt; inactive = no such curve, though single readings can be large; an effect the other way counts as inactive or inconclusive. The list is partial; the hit share may differ from the screen's.

SMILES	Luc counter	IMPase Li cell	NPSR antag	HttQ103 aggreg	Epigenetic reg	L3MBTL1 inh	CBFb-RUNX1 inh
COc1ccc(-n2c(SCC(N)=O)nc3nc4c(cc3c2=O)COC(C)(C)C4)cc1	-4%	4%[38.3 µM]	-13%[46.1 µM]	8%	2.2%	1%	4%
Cc1ccccc1OCC(=O)NC1=NCCS1	-11%	-2%[38.3 µM]	-4%[46.1 µM]	-1%[9.22 µM]	-0.3%	.	-1%
CC(C)C1CC(c2csc(N)n2)CCO1 (stereo unspecified)	12%	-4%[38.3 µM]	3%[46.1 µM]	4%	1.0%	2%	4%
Nc1c(S(=O)(=O)c2ccccc2)cnc2c(-c3ccc(F)cc3)cnn12	-2%	-6%[38.3 µM]	-19%[46.1 µM]	1%	1.2%	-1%	5%
COC(=O)[C@@H]1C[C@@]2(O)[C@@H](O)[C@@H](O)[C@@H](O)C[C@H]2N1Cc1ccc(-c2ccccc2)cc1	-6%	-8%	17%	4%[9.22 µM]	1.6%&5.7%	.	0%&7%
O=C(Nc1ccc(S(=O)(=O)N2CCOCC2)cc1)c1ccc2c(c1)S(=O)(=O)c1ccccc1C2=O	0%	-4%	-2%	4%	1.2%	5%	2%
COc1cccc(C2=NOC(C(=O)NCc3ccccc3)C2)c1 (stereo unspecified)	-1%	15%[38.3 µM]	18%[46.1 µM]	22%	1.2%	4%	8%
CCOc1ccc(N(C)S(=O)(=O)c2ccc(C)c(C(=O)OCC(=O)c3c[nH]c4ccccc34)c2)cc1	0%	17%	-43%	-29%	3.5%	-17%	-10%
COc1ccccc1-n1cnnc1SCC(=O)Nc1cccc(S(=O)(=O)N2CCCCC2)c1	-2%	14%	10%	-4%	-3.2%	7%	-8%
O=S1(=O)CC(O)C(Nc2ccc(Cl)cc2)C1 (stereo unspecified)	-4%	-5%	13%[46.1 µM]	-3%	1.1%	-6%	-1%
O=C(CSc1nncs1)NC1CCCc2ccccc21 (stereo unspecified)	-3%	4%	4%	8%	-0.2%	8%	9%
O=C(O)CC1CCCC(c2ccccc2)C1=O (stereo unspecified)	3%	4%	-6%[46.1 µM]	-13%	1.0%	?	0%
O=C(Cn1nnc(-c2ccc(N3CCOCC3)cc2)n1)N1CCOCC1	.	.	12%	-11%[9.22 µM]	1.1%	.	8%
COC(=O)c1ccccc1NC(=O)C1CCN(S(=O)(=O)c2cc(C)ccc2OC)CC1	1%	24%[38.3 µM]	-29%[46.1 µM]	-5%	1.2%	.	2%
CCCCNC(=O)C1(c2ccc(OC)cc2)CCOCC1	1%	-1%	3%[46.1 µM]	-12%	0.0%	-4%	8%
Cc1ccc(-c2n[nH]c(=S)n2/N=C/c2sccc2C)cc1	.	.	24%	5%[9.22 µM]	-0.8%	0%	2%
CN(C)C=NC1=NN(c2cccc(C(F)(F)F)c2)CC1	-4%	20%	-23%[46.1 µM]	-4%	-13%	-12%	1%
O=C(CCCn1cnc([N+](=O)[O-])n1)Nc1cccc(O)c1	1%	2%	9%	21%	12%	-7%	1%
CCCCCOC(=O)C(C)Sc1n[nH]c(=O)[nH]c1=O (stereo unspecified)	.	-4%	-10%	-11%	-0.3%	.	5%
O=C(NCc1cccc(Cl)c1)c1cccnc1	4%	13%[38.3 µM]	21%[46.1 µM]	2%	-2.0%	.	14%
O=C(N/N=C/c1cc([N+](=O)[O-])c(N2CCOCC2)cc1N1CCOCC1)c1cccnc1	0%	-2%	-15%	4%	-1.7%	.	-15%
CC/C(=N/NC(=O)c1ccc(Br)cc1)c1ccc(OCCN2CCOCC2)cc1	-3%	-4%	7%	16%	1.1%	6%	1%
Nc1nc(-c2cccs2)c(CC(=O)O)s1	-3%	-11%	6%	-2%	6.0%	.	-2%
O=C(CNC(=O)c1ccccc1Cl)OCC(=O)N1CCc2ccccc21	-3%	-4%	5%	-23%	3.3%	.	1%
COc1cc(CCC(=O)OCC(=O)Nc2c(C)cccc2C(C)C)cc(OC)c1OC	3%	4%	14%	2%	9.2%	12%	3%
Cc1csc2c(N3CCC(C(=O)O)CC3)ncnc12	.	.	6%	-16%[9.22 µM]	0.1%	3%	9%
Nc1cc2c(cc1C(=O)c1ccc(Cl)cc1)OCCO2	0%	30%[38.3 µM]	-6%[46.1 µM]	-6%	1.9%	.	.
COc1cccc(CN2CCC(CO)(CC3CCCCO3)CC2)c1 (stereo unspecified)	4%	9%	-4%	9%[9.22 µM]	0.0%	6%	-5%
COc1ccc(NC(=S)Nc2cccc(S(=O)(=O)N3CCCCC3)c2)cc1	5%	0%	3%	8%	0.0%	-13%	3%
CC(C)(O)C#CC#CCN1CCOCC1	-2%	10%[38.3 µM]	-14%[46.1 µM]	-15%	3.1%	.	0%
COc1cccc(C(=O)N/N=C2/SCC(=O)N2CCc2ccc(OC)c(OC)c2)c1	2%	19%[38.3 µM]	-8%[46.1 µM]	-3%	1.2%	5%	5%
NC(=O)Cc1nc2scc(-c3ccc(Cl)cc3)c2c(=O)[nH]1	3%	-4%	12%	-6%[9.22 µM]	-1.9%[10.1 µM]	2%	-2%
O=C(Nc1ncccc1Cl)c1ccc2c(c1)OCCO2	?	?	-9%	-2%	-1.1%	1%	11%
CC(=O)Nc1ccc(S(=O)(=O)N2CCSC2C(=O)O)cc1 (stereo unspecified)	7%	-21%[38.3 µM]	5%[46.1 µM]	-7%[9.22 µM]	-2.1%	.	3%
CC(=O)c1cccc(NC(=O)COC(=O)c2cccs2)c1	-6%	6%	8%	-9%	2.6%	?	11%
C=CCCCN(Cc1ccccc1)S(=O)(=O)c1ccccc1Br	.	.	-52%	3%[9.22 µM]	1.3%	.	?
C=CCC(C)(O)c1cccc(C(F)(F)F)c1 (stereo unspecified)	-2%	15%	.	.	3.4%	.	-4%
Cc1cc(C(=O)OCC(=O)Nc2nccs2)c2ccccc2n1	.	.	-2%[7.67 µM]	-11%[9.22 µM]	-1.4%	5%	-8%
COC(=O)c1cccc(S(=O)(=O)N2CCC(C)CC2)c1	1%	6%[38.3 µM]	-10%[46.1 µM]	-18%	0.0%	.	5%
O=C(c1ccccc1)N1CCN(c2ccc([N+](=O)[O-])c(NCc3cccnc3)c2)CC1	4%	8%	?	4%	0.0%	-15%	-8%

Full records as entered above:
`COc1cccc(C(=O)N/N=C2/SCC(=O)N2CCc2ccc(OC)c(OC)c2)c1` reads Luc counter: 2%; IMPase Li cell: 19%[38.3 µM]; NPSR antag: -8%[46.1 µM]; HttQ103 aggreg: -3%; Epigenetic reg: 1.2%; L3MBTL1 inh: 5%; CBFb-RUNX1 inh: 5%
`CC(=O)c1cccc(NC(=O)COC(=O)c2cccs2)c1` reads Luc counter: -6%; IMPase Li cell: 6%; NPSR antag: 8%; HttQ103 aggreg: -9%; Epigenetic reg: 2.6%; L3MBTL1 inh: ?; CBFb-RUNX1 inh: 11%

Going on with the list.
SMILES	Luc counter	IMPase Li cell	NPSR antag	HttQ103 aggreg	Epigenetic reg	L3MBTL1 inh	CBFb-RUNX1 inh
COC(=O)CC1=C(C(=O)OC)C(c2ccncc2)C(C#N)=C(N)O1 (stereo unspecified)	-3%	28%[38.3 µM]	-25%[46.1 µM]	?	-2.0%	27%	6%
O=C(CCC(=O)OCC(=O)c1ccc(Br)cc1)Nc1ccc(Br)c2cccnc12	-2%	21%[38.3 µM]	-5%[46.1 µM]	8%	-4.8%	.	3%
CC(C(=O)N1CCOCC1)c1ccc([N+](=O)[O-])cc1 (stereo unspecified)	0%	-3%	13%	22%	1.5%	7%	-4%
O=C(Cc1ccccc1)NCCSCc1ccc(Cl)cc1	4%	1%[38.3 µM]	-8%[46.1 µM]	1%	-1.1%	-1%	1%
COc1ccc(S(=O)(=O)ON=C2CC(C)(C)N(C(C)=O)C(C)(C)C2)cc1	0%	0%	8%	1%[9.22 µM]	-0.9%[10.1 µM]	6%	-2%
CCCC1CCc2c(sc(NC(=O)c3cccs3)c2C(N)=O)C1 (stereo unspecified)	-1%	9%[38.3 µM]	?	20%	2.0%	10%	3%
Cn1c(NC(=O)c2cccs2)cc(=O)n(C)c1=O	4%	-20%[38.3 µM]	?	-4%	-0.2%	.	0%
Cc1ccc(NC(=O)CSc2ccc(-c3ccco3)nn2)c(C)c1	1%	1%	5%	3%	1.1%	.	7%
CC(/C=N/NC(=O)c1cc(-c2cccs2)[nH]n1)=C\c1ccccc1	-1%	-6%	-18%	2%	0.0%	-8%	-9%
c1csc(-c2nc3ccccc3[nH]2)c1	-15%	-7%	-6%[46.1 µM]	-25%	6.9%	4%	-2%
COc1ccc(-n2ncc(S(=O)(=O)c3ccccc3)c2-c2ccc(Cl)cc2)cc1	0%	8%	-25%[46.1 µM]	?	-0.9%	-10%	12%
Cc1ccc(S(=O)(=O)NCCOc2nc(N3CCOCC3)nc(N3CCOCC3)n2)cc1	-4%	22%[38.3 µM]	-7%[46.1 µM]	-4%	-1.0%	.	4%
O=C(NCc1ccc2c(c1)OCO2)C1CCC(CNc2c(N3CCCC3)c(=O)c2=O)CC1 (stereo unspecified)	4%	28%[38.3 µM]	-5%[46.1 µM]	3%	0.0%	3%	2%
N#Cc1c(N)n(CCNC(=O)c2ccc(Cl)cc2)c2nc3ccccc3nc12	-2%	-4%[38.3 µM]	-27%[46.1 µM]	-7%	11%	6%	3%
Cc1ccc(OCc2nnc(SCCN3CCOCC3)n2C)cc1	1%	10%[38.3 µM]	-1%[46.1 µM]	-8%	0.0%	3%	1%
Cc1nn(C)c(C)c1NC(=O)/C(C#N)=C\N(C)C	.	.	-11%	-6%[9.22 µM]	1.1%	1%	-2%
CC(Cc1ccsc1)NC(=O)CCc1nnc(CCc2ccccc2)o1 (stereo unspecified)	.	-1%	-4%	-1%[9.22 µM]	-0.2%	13%	4%
O=C(COC(=O)CCC1CCCC1)Nc1ccc(Cl)cn1	0%	17%[38.3 µM]	15%[46.1 µM]	13%	-14%	-10%	0%
CCOCCCNC(=O)/C(C#N)=C/c1ccc([N+](=O)[O-])o1	-1%	24%	?	-34%[9.22 µM]	4µM*	-2%	2%
Cc1ccc(CNC(=O)CSCc2ccc(F)cc2)cc1	-3%	-2%	6%	12%	4.5%&1.6%	.	5%
COC(=O)N/N=C(\C)c1ccc(OC(F)F)cc1OC(F)F	-1%	-1%	4%[46.1 µM]	-7%	0.0%	4%	3%
O=Cc1ccc(-c2ccc(Cl)cc2Cl)[nH]1	.	-23%	-5%	4%[9.22 µM]	-0.2%	-16%	-3%
COc1ccc(-c2cc(=O)c3ccccc3o2)cc1	-13%	?	-2%	-1%[9.22 µM]	0.4%&1.1%	.	10%
